RAD52 inh: RAD52 DNA annealing inhibitors, primary screen, biochemical, FRET, single point, set 2 | recombinant RAD52 DNA annealing, FRET fluorescence | DNA repair protein RAD52 homolog (Homo sapiens), P43351 | 0.46% of 360,000 active | inhibition, % at 18.7 µM;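 active = every replicate showing at least 50% inhibition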
Target sequence (P43351 whole entry, looked up): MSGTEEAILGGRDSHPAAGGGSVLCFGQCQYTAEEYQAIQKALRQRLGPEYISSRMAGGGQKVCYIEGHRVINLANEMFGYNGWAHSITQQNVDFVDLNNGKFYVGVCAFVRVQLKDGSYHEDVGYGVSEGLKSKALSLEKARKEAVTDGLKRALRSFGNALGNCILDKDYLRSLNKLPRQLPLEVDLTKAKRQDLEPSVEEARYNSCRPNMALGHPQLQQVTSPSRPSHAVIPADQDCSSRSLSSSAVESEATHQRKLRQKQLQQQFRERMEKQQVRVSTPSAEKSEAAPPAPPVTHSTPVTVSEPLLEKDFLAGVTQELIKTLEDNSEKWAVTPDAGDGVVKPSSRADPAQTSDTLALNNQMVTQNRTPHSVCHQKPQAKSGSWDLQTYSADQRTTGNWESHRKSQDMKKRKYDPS
Cneo AK release: Cryptococcus neoformans cell lysis inducers, primary screen, AK release luminescence, single concentration; 0.2% of 360,000 active; lysis activity, % at 15 µM; AID 651654, 2012; C. neoformans lysis, adenylate kinase release luminescence, 4 h; normalised: neutral wells 0, clomiphene wells 100;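 active = mean lysis activity across replicates of at least 80%, whatever share of replicates individually reach that level; inactive = mean lysis activity below 80%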
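Assay system: Cryptococcus neoformans yeast cells / Dosing: single-point compound dose / Timing: 4 h at 37 °C static, read 1 h later / Measured by: luminescence of released adenylate kinase using an AK detection reagent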
PglD inh: C. jejuni PglD acetyltransferase inhibitors, primary screen, biochemical, DTNB colorimetric, single point; UDP-N-acetylbacillosamine N-acetyltransferase PglD (Campylobacter jejuni); purified PglD enzyme, DTNB colorimetric CoA detection; inhibition, % at 12.5 µM; 0.098% of 360,000 active; in the data active = inhibition above about 16%, passing the limit was not always enough; note: strong numbers were not always called active
miR-122 sensor: miR-122 Renilla sensor signal increase in Huh7, primary screen, miR-122 inhibitor project, cell-based, single point, plate reader. Huh7 miR-122 Renilla luciferase sensor, 48 h; neutral wells = 0, positive control = 100. activation (reporter increase), % at 12.5 µM. 0.3% of 340,000 active. AID 602342, 2012;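 active = mean replicate activation score at least 90 and every replicate individually at or above 90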;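 note: higher luciferase means less miR-122 activity so hits act as miR-122 inhibitors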
RAD54 branch: inhibitors of human RAD54 branch migration, primary screen, biochemical, fluorescence, single point; inhibition, % at 10.4 µM; AID 602329, 2012; DNA repair and recombination protein RAD54-like (Homo sapiens), Q92698; RAD54 Holliday junction branch migration, FAM/BHQ fluorescence; 0.14% of 360,000 active;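 active = mean normalized replicate activity at least 40 and at least half of replicates scoring 40 or more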;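 note: 0% = median of neutral control wells and 100% = median of positive control wells; inhibitors cause a drop in the FAM fluorescence signal; in these data hits start at about 50%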
ERAP1 inh: human ERAP1 aminopeptidase inhibitors, primary screen, biochemical, single point, plate reader | AID 652197, 2013 | inhibition, % at 10.7 µM | Endoplasmic reticulum aminopeptidase 1 (Homo sapiens), Q9NZ08 | recombinant ERAP1, Leu-AMC fluorescence, 60 min | 0.15% of 340,000 active;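 active = mean replicate inhibition of at least 30%, or all replicates individually reaching that 30% level; inactive = mean below 30% and not every replicate reaching it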;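 note: 0% = neutral control wells and 100% = L-leucinethiol positive control wells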
E-selectin induc: E-selectin induction in HUVECs, primary screen, imaging, HUVEC, immunofluorescence imaging, single point. P16581. normalized: neutral wells 0, TNF-alpha wells 100. activation, % at 7.58 µM. 0.37% of 260,000 active. AID 686992, 2013;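 active = mean E-selectin-positive cell signal at least 10% of the positive control, reached in at least 60% of replicates, without over 20% cell loss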;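 note: in these data hits start at about 27%; measured in HUVEC primary endothelial cells; signal is the percent of cells scored E-selectin positive by PE staining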
Target sequence (P16581 whole entry, looked up): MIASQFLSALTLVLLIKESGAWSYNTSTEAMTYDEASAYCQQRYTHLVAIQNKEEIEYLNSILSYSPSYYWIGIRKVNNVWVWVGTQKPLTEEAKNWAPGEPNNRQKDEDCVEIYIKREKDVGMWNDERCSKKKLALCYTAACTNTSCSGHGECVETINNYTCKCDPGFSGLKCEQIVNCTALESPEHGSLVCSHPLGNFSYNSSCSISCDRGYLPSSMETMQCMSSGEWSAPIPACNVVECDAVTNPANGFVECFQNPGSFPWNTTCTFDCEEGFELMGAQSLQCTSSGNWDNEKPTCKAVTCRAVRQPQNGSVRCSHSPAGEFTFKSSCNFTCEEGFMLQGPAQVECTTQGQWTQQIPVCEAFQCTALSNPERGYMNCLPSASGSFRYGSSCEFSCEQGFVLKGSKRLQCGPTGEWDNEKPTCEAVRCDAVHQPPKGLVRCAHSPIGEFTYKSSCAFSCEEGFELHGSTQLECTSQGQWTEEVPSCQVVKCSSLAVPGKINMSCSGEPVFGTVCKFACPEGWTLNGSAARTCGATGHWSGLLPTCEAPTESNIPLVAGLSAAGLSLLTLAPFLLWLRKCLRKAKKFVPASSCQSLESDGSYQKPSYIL
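Test system: HUVEC; input: 3,000 HUVEC/well; measured by: immunofluorescence imaging; read-out: % PE-positive cells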
PGC1a acetyl inh: inhibitors of PGC1a acetylation signal, primary screen, cell-based, U2OS, AlphaScreen, inhibitor mode; AlphaScreen anti-acetyl-lysine; with virally co-expressed GCN5 acetyltransferase; inhibition, % at 15.6 µM; 0.17% of 350,000 active; AID 651687, 2012;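 active = every replicate shows inhibition of at least 40%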;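 note: 0% = neutral control wells and 100% = positive control wells; some results beyond the cut were filed as inactive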
An asterisk follows results filed as active; nt = no result given; [ ] = dose if it differs, or a comment.

[1] C[C@@H]1CN([C@@H](C)CO)C(=O)Cc2cc(NC(=O)Nc3ccc(C(F)(F)F)cc3)ccc2O[C@H]1CN(C)Cc1ccc(C(=O)O)cc1
[2] Cc1cccc(C(=O)N(Cc2ccco2)c2c(N)n(Cc3ccccc3)c(=O)[nH]c2=O)c1
[3] CCC(=O)N(CCC1(C(C)C)CCOC(C)(C)C1)Cc1ccco1 (configuration not stated)
[4] O=C(COC(=O)c1ccccc1Br)NC1CCCC1
[5] O=C(C[C@@H]1CC[C@@H]2[C@H](COC[C@H](O)CN2C(=O)c2ccncc2)O1)NCc1cc(F)cc(F)c1
[6] O=C(COC(=O)Cn1nc(-c2ccccc2)oc1=O)Nc1ccc(F)cc1
compound no.	1	2	3	4	5	6
RAD52 inh	-11	-20	nt	-7	13	-7
Cneo AK release	-2	7	1	0	-2	-1
PglD inh	-1	-1	4	-1	3	1
miR-122 sensor	-2[16.7 µM]	-10	3	4	1[16.7 µM]	16
RAD54 branch	4	-19	-11	10	0	8
ERAP1 inh	0	0	nt	0	-4	1
E-selectin induc	nt	0.5	nt	nt	0.0	0.2
PGC1a acetyl inh	4	nt	8	-5	-4	-5

Looked up above:
Cneo AK release with #3 : 1
Cneo AK release with #2 : 7
Cneo AK release with #5 : -2

(list continues)
[7] O=C(C[C@@H]1CC[C@H]2[C@@H](COC[C@H](O)CN2C(=O)Nc2cccc(Cl)c2)O1)NCC1CCCCC1
[8] COc1ccc(S(=O)(=O)Nc2ccc3c(c2)C(=O)N([C@@H](C)CO)C[C@H](C)[C@@H](CN(C)Cc2ccc(Cl)c(Cl)c2)O3)cc1
[9] CCOc1ccc(N(CC)S(=O)(=O)c2c(C)[nH]c(=O)[nH]c2=O)cc1
[10] Cc1nc(Cl)nc(N(C)c2ccccc2)c1[N+](=O)[O-]
[11] COc1ccc(N(CC(=O)N2c3ccccc3CC2C)S(=O)(=O)c2c(C)noc2C)cc1 (configuration not stated)
[12] Cc1ccc(-c2ccc3c(c2)O[C@@H](CN(C)Cc2cncnc2)[C@@H](C)CN([C@H](C)CO)S3(=O)=O)cc1
compound no.	7	8	9	10	11	12
RAD52 inh	4	-1	-16	-15	nt	7
Cneo AK release	-2	-5	0	nt	2	1
PglD inh	-3	0	7	nt	6	1
miR-122 sensor	13[16.7 µM]	2[16.7 µM]	-8	-7	-5	-8[16.7 µM]
RAD54 branch	-4	3	-6	nt	2	5
ERAP1 inh	-1	0	-3	-10	nt	nt
E-selectin induc	0.4	80*	0.3	nt	nt	-0.1
PGC1a acetyl inh	4	1	4	4	0	0

[13] Cc1cc(OCC(=O)OCC(=O)N(Cc2ccccc2)C(C)(C)C)ccc1Cl
[14] C/C=C/c1ccc2c(c1)O[C@@H](CN(C)Cc1ccc(F)cc1)[C@H](C)CN([C@H](C)CO)S2(=O)=O
[15] O=C(Nc1ccccc1C(=O)NCCN1CCOCC1)c1ccco1
[16] Cc1cccc(NC(=O)COC(=O)c2ccc(S(=O)(=O)N3CCCC3)cc2)c1
[17] COc1ccc(NC(=O)CSCc2cc(=O)n3ccsc3n2)cc1
[18] CCOc1ccc(CCNC(=O)c2cn(C)c3ccc(S(=O)(=O)N4CCOCC4)cc3c2=O)cc1OCC
compound no.	13	14	15	16	17	18
RAD52 inh	-7	3	nt	-14	-10	-9
Cneo AK release	-1	8	0	0	1	3
PglD inh	-7	1	2	2	0	2
miR-122 sensor	2	-9[16.7 µM]	-18	-2	0	7
RAD54 branch	3	-7	1	2	-14	-15
ERAP1 inh	0	1	nt	1	0	6
E-selectin induc	-0.1	-0.2	nt	-0.2	0.1	nt
PGC1a acetyl inh	3	-7	5	2	-3	33

[19] CCCOC(=O)CN1C(=O)c2ccc(C(=O)OCCC)cc2C1=O
[20] CCN1CCN(C(=O)c2ccc(CS(=O)(=O)Cc3ccccc3F)o2)CC1
[21] CCOC(=O)N1CCN(C(=O)c2cc(COc3c(F)cccc3F)on2)CC1
[22] Cc1ccc(C(c2c(C)[nH][nH]c2=O)c2c(C)[nH][nH]c2=O)cc1[N+](=O)[O-]
[23] C=CCOC(=O)C(C#N)c1nc2ccccc2nc1N1CCN(Cc2ccc3c(c2)OCO3)CC1 (configuration not stated)
[24] O=C(O)c1ccc(/C=C/c2nc3ccccc3c(=O)[nH]2)cc1
compound no.	19	20	21	22	23	24
RAD52 inh	2	-13	1	nt	nt	-13
Cneo AK release	4	-1	2	0	6	-1
PglD inh	-2	4	0	0	-8	-2
miR-122 sensor	nt	-5	nt	-11	-8	-5
RAD54 branch	-14	-1	-9	7	10	-10
ERAP1 inh	1	2	0	nt	nt	0
E-selectin induc	nt	nt	nt	nt	nt	0.2
PGC1a acetyl inh	nt	-23	nt	nt	0	4

Reformatted: entries from further up.
Order of values – RAD52 inh, Cneo AK release, PglD inh, miR-122 sensor, RAD54 branch, ERAP1 inh, E-selectin induc, PGC1a acetyl inh
#21 CCOC(=O)N1CCN(C(=O)c2cc(COc3c(F)cccc3F)on2)CC1
 : 1, 2, 0, nt, -9, 0, nt, nt
#24 O=C(O)c1ccc(/C=C/c2nc3ccccc3c(=O)[nH]2)cc1
 : -13, -1, -2, -5, -10, 0, 0.2, 4

Further results
[25] COc1ccc(NC(=O)Nc2ccc3c(c2)CC(=O)N([C@H](C)CO)C[C@@H](C)[C@H](CN(C)C(=O)Nc2c(C)noc2C)O3)cc1
[26] COc1ccc(S(=O)(=O)Nc2ccc3c(c2)C(=O)N([C@H](C)CO)C[C@H](C)[C@@H](CN(C)C(=O)NC2CCCCC2)OCCCC[C@H](C)O3)cc1
[27] O=[N+]([O-])c1ccc(O)c(C=Nc2cccc3ncccc23)c1
[28] Cc1ccc(OCCNC(=O)[C@H]2O[C@@H](n3ccc(N)nc3=O)[C@H](O)[C@@H]2O)cc1C
[29] COc1ccc(C(=O)Nc2cc(Cl)ccc2OC(=O)c2ccc(OC)cc2)cc1
[30] CCCN(C)C[C@H]1Oc2cc(C#CC3CCCC3)ccc2S(=O)(=O)N([C@H](C)CO)C[C@H]1C
compound no.	25	26	27	28	29	30
RAD52 inh	nt	-41	-27	-18	nt	-47
Cneo AK release	0	2	-1	-2	0	20
PglD inh	2	-4	23*	-2	-1	3
miR-122 sensor	10[16.7 µM]	-1[16.7 µM]	-1	-4	17	13[16.7 µM]
RAD54 branch	7	-2	5	-4	-12	3
ERAP1 inh	nt	1	-2	-2	nt	-13
E-selectin induc	0.0	nt	nt	0.4	nt	0.1
PGC1a acetyl inh	-7	-2	2	-5	-2	-27

Overlap with the part before: two entries; new compounds follow.
[29] COc1ccc(C(=O)Nc2cc(Cl)ccc2OC(=O)c2ccc(OC)cc2)cc1
[30] CCCN(C)C[C@H]1Oc2cc(C#CC3CCCC3)ccc2S(=O)(=O)N([C@H](C)CO)C[C@H]1C
[31] COc1ccc(Cc2nnc(SCc3nc4ccccc4c(=O)[nH]3)o2)cc1
[32] O=C(CNC(=O)c1ccccc1Cl)NCC(c1cccs1)N1CCOCC1 (configuration not stated)
[33] COc1ccc(S(=O)(=O)N2CCC3CC2c2cc(N4CCOCC4)ccc23)cc1 (configuration not stated)
[34] C/C=C/C=C/C(=O)Nc1nccs1
[35] COc1ccc(-c2nn(CCC#N)cc2C=C(C#N)C#N)cc1
[36] CO[C@@H]1CN(C)C(=O)c2ccc(NS(=O)(=O)c3cccc(F)c3)cc2OC[C@@H](C)N(Cc2cc(F)ccc2F)C[C@H]1C
compound no.	29	30	31	32	33	34	35	36
RAD52 inh	nt	-47	-14	0	-3	-26	3	-5
Cneo AK release	0	20	0	nt	-1	0	-2	-2
PglD inh	-1	3	4	nt	0	-4	1	0
miR-122 sensor	17	13[16.7 µM]	-3	-11	-5	-1	1	nt
RAD54 branch	-12	3	1	nt	-4	-8	nt	-3
ERAP1 inh	nt	-13	-1	0	3	1	nt	-3
E-selectin induc	nt	0.1	nt	nt	0.7	nt	-0.1	0.0
PGC1a acetyl inh	-2	-27	-8	-2	-5	-3	-3	-1

[37] N/C(=N\OC(=O)CCC1CCCC1)c1ccncc1
[38] Cc1ccc(SCc2noc(-c3c(C)noc3C)n2)cc1
[39] Cc1ccc(S(=O)(=O)NNC(=O)c2ccc(O)cc2)cc1
[40] C[C@@H]1CCCCO[C@@H](CN(C)Cc2ccc3c(c2)OCO3)[C@H](C)CN([C@@H](C)CO)C(=O)c2cc(NC(=O)Cc3ccccc3)ccc2O1
[41] FC(F)(F)c1cccc(Cc2noc(CN3CCC(N4CCCCC4)CC3)n2)c1
[42] Clc1ccc2c(N/N=C/c3ccccc3Br)ccnc2c1
compound no.	37	38	39	40	41	42
RAD52 inh	-3	-8	-17	nt	-33	2
Cneo AK release	-2	5	4	-3	-2	-1
PglD inh	8	-7	-9	-1	-2	-3
miR-122 sensor	-11	-6	29	-6[16.7 µM]	0	-59
RAD54 branch	-2	-1	-6	-5	-8	0
ERAP1 inh	11	nt	4	nt	-5	0
E-selectin induc	nt	-0.2	nt	0.1	nt	nt
PGC1a acetyl inh	nt	-2	nt	13	0	nt

[43] COc1ccccc1NC(=O)CSc1ccc2nnc(-c3ccncc3)n2n1
[44] Nn1c(SCC(=O)NCCC2=CCCCC2)nnc1-c1cccnc1
[45] COc1ccc(C(=O)Cn2cc([N+](=O)[O-])nc2C)cc1
[46] Cn1c(N)c(C(=O)N/N=C/c2ccccc2)sc1=S
[47] CCOC(=O)c1c2c3c(cccc3[nH]c1=O)C(=O)c1ccccc1-2
[48] Cc1noc(C)c1NC(=O)N(C)C[C@@H]1Oc2cc(C#CCN(C)C)ccc2S(=O)(=O)N([C@@H](C)CO)C[C@H]1C
[49] Cc1ccc(S(=O)(=O)C2(S(=O)(=O)c3ccc(C)cc3)CC2)cc1
[50] COC(=O)[C@H](C)[C@H]1C[C@]1(C)[C@H](NC(=O)OCc1ccccc1)c1ccccc1
[51] O=C(c1cccs1)N(Cc1ccccn1)Cc1ccco1
compound no.	43	44	45	46	47	48	49	50	51
RAD52 inh	-2	-21	-9	-7	-37	-12	-1	nt	nt
Cneo AK release	-8	1	2	10	-6	2	5	1	0
PglD inh	0	3	-2	-5	-3	5	-1	2	-2
miR-122 sensor	-1	2	2	-1	2	16[16.7 µM]	6	36	2
RAD54 branch	-5	4	6	-2	7	-7	5	-11	1
ERAP1 inh	2	1	2	-1	3	1	nt	nt	nt
E-selectin induc	4.5	1.1	0.0	0.8	nt	-0.2	nt	-0.1	nt
PGC1a acetyl inh	-13	2	-22	-6	-5	5	-14	-3	-45
